SR-BI uptake up: activators of SR-BI mediated HDL lipid uptake; actives 0.096% (n = 320,000); CHO ldlA[mSR-BI] cells, DiI-HDL uptake fluorescence, 3 h; 100 = double the neutral-control signal; activation, % at 12.5 µM;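 active = mean replicate activation of at least 60% and every replicate at or above 60%; inconclusive = mean or all-replicate condition met, but not both; inactive = mean below 60% and not all replicates reaching 60%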;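 note: 0% = median plate neutral-control signal and 100% = twice that signal; values of inactives mirror those of a sister screen read the other way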
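Test system: SR-BI-overexpressing, LDLR-lacking CHO cells; Also added: labelled HDL, 10 µg/mL; Measured by: bottom-read cell fluorescence after medium removal, ex 550/em 595 nm; Timing: 3 h uptake period with compound, 37 °C; Buffer or medium: F12, 0.5% BSA, 25 mM HEPES; Doses: single compound concentration, delivered by pin transfer.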
PKA-R1A activ: activators of PKA-R1A complex; P00514+P68181; PKA-R1A dissociation, Cy5-IP20 fluorescence polarization; scaled: DMSO 0%, 113 µM cGMP 100%; activation, % at 11.4 µM; actives 0.083% (n = 340,000);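 active = percent activation above the mean of all tested compounds plus 3 SD, cut at about 19% in these data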;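 note: higher means more PKAc released from R1A so a rise in polarization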
DSG3 Ab inh: inhibitors of pemphigus antibody binding to human desmoglein-3 | binding (percent of control), % at 10 µM | DSG3-coupled beads, scFv-anti-DSG3-GFP binding, flow cytometry; hits give low values | actives 0.48% (n = 310,000) | AID 588358 | P32926;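 active = binding more than 3 SD below its plate's average and above zero; inconclusive = below that plate limit but binding exactly zero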;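 note: hits lower antibody fragment binding to DSG3; some compounds called inactive have numbers as strong as hits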
CDK5 p35 inh: blocks human CDK5/p35 kinase activity; inhibition, % at 10 µM; actives 0.01% (n = 330,000); Q00535+Q15078; Recombinant CDK5/p35, ADP-Glo luminescence, 60 min;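 active = highest replicate inhibition of at least 50% and at least 75% of replicates reaching 50%; inconclusive = only one of the two criteria met; inactive = both criteria failed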;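 note: plate controls were DMSO neutral control for no effect and GW8510 at 10 µM for full effect; many of its hits are not listed in these tables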
Mot1-301 SUMO: blocks SUMOylation pathway, rescuing yeast Mot1-301 growth. S. cerevisiae Mot1-301 growth rescue, ATP luminescence, 38.5C; percent above DMSO median, 100 means doubled. growth rescue, % at 18.8 µM. actives 1% (n = 320,000);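 active = every valid replicate shows activation above 250% relative to neutral control wells; inactive = the rest, any valid replicate at or below 250%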;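 note: OY570 slx delta 5 strain wells were the positive control but not used for scaling; some compounds called inactive have numbers as strong as hits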
SR-BI HDL uptake: blocks mouse SR-BI lipid uptake from DiI-HDL; Q61009; ldlA[mSR-BI] CHO cells, DiI-HDL uptake fluorescence, 3 h; inhibition, % at 12.5 µM; actives 0.96% (n = 320,000);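 active = mean replicate inhibition of at least 70% and a set share of replicates each scoring 70 or more; inconclusive = meets just one of the two criteria; inactive = fails both criteria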;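 note: 0% = median of neutral control wells and 100% = median of positive control wells; values of inactives mirror those of a sister screen read the other way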
dFosB act: activators of mouse delta FosB homodimer. P13346. actives 0.99% (n = 340,000). activation, % at 25 µM. AID 493131. purified delta FosB, TAMRA-CDK5 oligo fluorescence polarization; percent of positive-control signal above neutral wells;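 active = mean activation above about 17%, with every replicate also reaching it, limit read from the data, passing the limit was not always enough; inconclusive = only one of the two conditions met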;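 note: fluorescence polarization rise as delta FosB binds a TAMRA Cdk5 AP-1 oligo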
Target sequence (P13346 whole entry, looked up): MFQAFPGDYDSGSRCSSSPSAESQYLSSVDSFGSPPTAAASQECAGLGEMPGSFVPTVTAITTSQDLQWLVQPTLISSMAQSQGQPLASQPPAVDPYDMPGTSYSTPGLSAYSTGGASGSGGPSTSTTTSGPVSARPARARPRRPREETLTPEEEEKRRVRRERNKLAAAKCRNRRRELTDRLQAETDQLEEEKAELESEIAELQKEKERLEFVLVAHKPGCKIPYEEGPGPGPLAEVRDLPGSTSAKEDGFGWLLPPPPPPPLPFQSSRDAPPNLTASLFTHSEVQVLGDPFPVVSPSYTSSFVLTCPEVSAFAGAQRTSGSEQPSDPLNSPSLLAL
NSD2 inh: inhibitors of human histone methyltransferase NSD2. NSD2 peptide methylation, AlphaScreen, 120 min. inhibition, % at 12.5 µM. actives 0.54% (n = 310,000); in the data active = inhibition above about 50%
PKA-R2B act: PKA-R2B complex activation; P22694+P31323; PKA-R2B holoenzyme dissociation, Cy5-IP20 fluorescence polarization; R2B truncated from residue 108, S112A mutant; 0% DMSO only, 100% 113 µM cGMP; activation, % at 11.4 µM; actives 0.079% (n = 340,000); AID 504700;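 active = activation above a cutoff set at the mean over all compounds plus 3 SD, cut at about 18% in these data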;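 note: higher means more holoenzyme dissociation and a rise in polarization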
Target sequence (P31323 whole entry, looked up, other chains not shown, the tested form may be a part): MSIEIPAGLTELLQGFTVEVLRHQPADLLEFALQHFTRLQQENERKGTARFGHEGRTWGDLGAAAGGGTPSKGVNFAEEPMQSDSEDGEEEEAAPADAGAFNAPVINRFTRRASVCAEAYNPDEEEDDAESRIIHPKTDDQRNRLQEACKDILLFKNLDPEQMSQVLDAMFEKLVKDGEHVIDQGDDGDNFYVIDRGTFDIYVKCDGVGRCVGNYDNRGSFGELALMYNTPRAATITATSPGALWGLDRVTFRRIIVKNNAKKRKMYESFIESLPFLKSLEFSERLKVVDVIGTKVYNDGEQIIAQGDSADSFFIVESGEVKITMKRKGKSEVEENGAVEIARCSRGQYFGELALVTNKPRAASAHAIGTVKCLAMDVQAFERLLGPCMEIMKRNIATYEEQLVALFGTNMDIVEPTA
Arrestin-AP2 inh: inhibitors of human beta-arrestin and AP2 interaction. inhibition, % at 10 µM. FITC-arrestin peptide / GST-AP2 beads, flow cytometry; AP2 beta2 appendage carries R879A mutation. actives 0.31% (n = 340,000). AID 504490;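 active = inhibition above a set limit, near 3 SD of compounds lacking own fluorescence, cut at about 54% in these data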;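 note: plate controls were DMSO wells for no effect and 5 µM unlabelled arrestin peptide for full effect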
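Assay system: GST-AP2 R879A bound to glutathione beads, E. coli-expressed; Medium: PBS with 0.05% Tween 20 and 0.1% BSA; Also added: fluorescein-tagged arrestin peptide at 50 nM final; Timing: 12 min plus 1 h, RT; Measured by: flow cytometry, FL1 (488/535 nm); Evaluation: percent drop in bead-associated FITC signal.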
MITF TRPM1 HTS: MITF TRPM1 promoter activation in melanoma cells; actives 0.75% (n = 300,000); SK-MEL-5 TRPM1-promoter luciferase, 24 h; % of positive control, neutral wells = 0; activation, % at 12.5 µM; AID 588334;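 active = mean activation of at least 80% with every replicate also reaching 80%; inconclusive = mean reaches 80% but some replicate falls short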;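 note: 0% = neutral control wells and 100% = parthenolide positive control wells; values of inactives mirror those of a sister screen read the other way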
Active calls of the source: *; ? = inconclusive; nt = no result given.

SMILES	SR-BI uptake up	PKA-R1A activ	DSG3 Ab inh	CDK5 p35 inh	Mot1-301 SUMO	SR-BI HDL uptake	dFosB act	NSD2 inh	PKA-R2B act	Arrestin-AP2 inh	MITF TRPM1 HTS
COc1cccc(C2=NOC(C(=O)NCc3ccccn3)C2)c1 (configuration not stated)	2	2	105	-1.9	-6	-2	5	0	3	30	16
CCC(C)N(C(=O)COC(=O)CNC(=O)c1ccccc1F)C1CCS(=O)(=O)C1 (configuration not stated)	12	2	102	-1.8	-8	-12	2	4	2	19	2
COC(=O)CN1C(=O)N/C(=C/c2cc(OC)c(OC)cc2C)C1=O	25	4	101	-1.0	23	-25	7	1	-4	-4	-15
CC(=O)c1ccc(OCC(=O)Nc2cccc(S(=O)(=O)N3CCCC3)c2)cc1	-43	-10	104	-0.1	-4	43	-10	0	-12	15	-5
COc1ccc(C(=O)N(C)CCCC2CCCC2)cc1OC1CCN(C(C)C)CC1	8	0	101	-0.3	16	-8	-8	14	6	5	19
O=[N+]([O-])c1cc(-c2ccn[nH]2)ccc1Cl	9	-6	105	0.5	20	-9	-12	-1	-1	-18	-2
CCN1C(=O)S/C(=C\c2ccc(N3CCOCC3)cc2C)C1=O	-36	-5	98	1.7	-7	36	-2	0	3	0	66
Cc1ccc(NCc2cccnc2)cc1	10	-21	nt	2.4	-13	-10	-5	10	-2	8	4
CC(C)(C)CNC(=O)c1cccc2c1C(=O)c1ccc(-c3cc4ccccc4o3)cc1S2(=O)=O	4	1	98	-2.2	-9	-4	2	nt	-1	3	-6
Cc1ccc(NC(=O)CCCOc2ccccc2)cc1S(=O)(=O)N1CCOCC1	-24	-15	99	1.3	-1	24	-10	-4	-3	-2	4
C/C(CC(=O)Nc1ccc(C)c(Cl)c1)=N\NC(=O)Cc1cccs1	9	-8	91	-0.5	-21	-9	-4	-1	-2	10	-2
Cc1ccc(C(=O)NC(=S)Nc2cc(C(F)(F)F)ccc2Cl)cc1	13	3	98	0.7	nt	-13	6	0	4	-4	-20
Cc1ccc(S(=O)(=O)N2CCCN(S(=O)(=O)c3ccc(C)c(C)c3)CC2)cc1C	6	-12	104	-0.7	-1	-6	-7	0	4	22	9
COc1ccccc1NC(=O)CC(NCc1ccccc1)C(=O)O (configuration not stated)	11	-7	95	-0.4	-6	-11	5	-2	-2	-2	1
O=C1Cc2cc(S(=O)(=O)Nc3ccc(N4CCOCC4)cc3)ccc2N1	0	-4	99	1.2	-23	0	-3	9	-2	6	-2

The list goes on, overlapping the part above by 2 compounds.
SMILES	SR-BI uptake up	PKA-R1A activ	DSG3 Ab inh	CDK5 p35 inh	Mot1-301 SUMO	SR-BI HDL uptake	dFosB act	NSD2 inh	PKA-R2B act	Arrestin-AP2 inh	MITF TRPM1 HTS
COc1ccccc1NC(=O)CC(NCc1ccccc1)C(=O)O (configuration not stated)	11	-7	95	-0.4	-6	-11	5	-2	-2	-2	1
O=C1Cc2cc(S(=O)(=O)Nc3ccc(N4CCOCC4)cc3)ccc2N1	0	-4	99	1.2	-23	0	-3	9	-2	6	-2
Cc1nn(Cc2ccc(Cl)cc2)c(C)c1NC(=O)C(c1ccccc1)c1ccccc1	-3	4	85	-1.0	5	3	-11	-1	9	9	14
N#CCNC(=O)c1nn2c(C(F)(F)F)cc(-c3ccccc3)nc2c1Br	-20	2	101	-0.6	0	20	15	0	7	-11	10
O=C(C/C=N\OCc1ccc([N+](=O)[O-])cc1)Nc1ccccc1	1	-4	100	1.1	149	-1	2	-6	0	4	-9
CC(=O)Oc1ccc(/C=C2/SC(=S)N(Cc3ccccc3)C2=O)cc1	22	5	100	1.9	13	-22	-4	-4	7	4	4
COCCCNC(=O)CN(Cc1ccc(Cl)cc1)S(C)(=O)=O	26	-1	101	2.3	-2	-26	4	-1	-5	-6	-1
COc1ccc(OC)c(S(=O)(=O)Nc2cc(OC)c(Cl)cc2OC)c1	2	-17	88	0.3	-13	-2	-12	-2	-4	2	3
CCOc1ccc(-n2c(Cc3cc(=O)[nH]c(=O)[nH]3)nnc2SCC(=O)Nc2nnc(C)s2)cc1	-5	5	97	-0.7	-10	5	-2	1	-4	13	1
COC(=O)c1cccc(N(C(=O)CNC(=O)c2ccco2)C(C(=O)NC2CCCC2)c2ccco2)c1 (configuration not stated)	12	2	99	-1.1	nt	-12	-3	0	5	-7	-8
CCOc1ccc(-c2ccc(SCC(=O)NCC3CCCO3)nn2)cc1 (configuration not stated)	-7	-14	105	1.4	0	7	-5	-1	-8	18	41
O=C(OCC#CCSc1nnc(-c2cccc3ccccc23)o1)c1ccc2ccccc2c1	-14	6	102	0.2	45	14	-6	nt	-5	-2	14
Cc1ccc(S(=O)(=O)N2CCCCC2)cc1NC(=O)CSc1nnc(N)s1	-13	-3	99	-0.3	5	13	1	1	-1	0	14
O=[N+]([O-])c1ccc2c(c1)[nH]c(=S)n2-c1ccccc1	2	-10	94	0.8	-6	-2	-1	4	3	-4	-10
CC(=O)c1cccc(N2C(=O)CC(N3CCN(S(=O)(=O)c4ccccc4F)CC3)C2=O)c1 (configuration not stated)	-6	2	nt	1.0	-4	6	0	5	6	33	10
Cc1oc2cc3oc(=O)c(CCC(=O)NC4CC4)c(C)c3cc2c1C	-15	2	93	-1.3	-10	15	-4	nt	11	-2	28
Cc1ccc2nc(N3CCN(C(=O)c4cccs4)CC3)c(C#N)cc2c1	1	0	96	0.9	74	-1	-13	4	-3	1	nt
CC(=O)c1cccc(NS(=O)(=O)c2ccc(N/C=C/C(=O)c3ccc(F)cc3)cc2)c1	6	5	98	-2.2	-19	-6	-2	0	-1	-1	-17
S=C(NCc1ccccc1)NCc1ccc(Cl)cc1	5	-1	94	0.9	21	-5	-6	-1	4	-15	-1
C=CCOCCN1C(=O)C2C3C=CC(C2C1=O)C1C2C(=O)N(CCOCC=C)C(=O)C2C31 (configuration not stated)	-9	7	94	-1.7	1	9	-2	1	7	-2	5
CN(C)S(=O)(=O)Oc1ccccc1C(=O)Nc1ccc(F)cc1F	-20	4	98	3.0	-1	20	-2	-1	-1	7	1
O=C(Nc1ccccc1NC(=O)C1CCCO1)c1ccco1 (configuration not stated)	1	-1	85	0.4	51	-1	0	-1	4	-5	3
COc1cc(NC(=O)COc2ccc(-n3cnnn3)cc2)c(OC)cc1Cl	-9	0	95	0.2	7	9	-12	nt	2	26	nt
COc1cccc(C(=O)/C=C/Nc2ccc(S(=O)(=O)Nc3ncccn3)cc2)c1	12	15	100	0.8	-4	-12	11	0	8	0	3
CC1(C)CC(NC(=O)C2CCN(S(=O)(=O)c3ccc(Cl)c(C(F)(F)F)c3)CC2)CC(C)(C)N1	22	10	110	-0.8	nt	-22	7	25	5	-9	nt
Cc1ccc(C(=O)NC(=S)N2CC(C)OC(C)C2)cc1[N+](=O)[O-] (configuration not stated)	-1	-7	nt	0.5	0	1	-5	-1	-3	6	0
Cc1ccc(S(=O)(=O)c2c(C)nn(C(C)(C)C)c2OC(=O)c2cccs2)cc1	-58	-10	nt	-1.4	-12	58	-1	0	-20	-6	-2
CC(NC(=O)C1CC12CCC2)c1ccccc1 (configuration not stated)	-1	-2	109	-1.9	-4	1	1	2	-12	2	-14
COc1cccc(C=NNC(=O)C(C)SC(C)C(=O)NN=Cc2cccc(OC)c2)c1 (configuration not stated)	-15	-2	122	1.3	nt	15	-3	-1	3	7	-6
COC(=O)c1cc(N=Nc2c(C)[nH]c3ccccc23)cc(C(=O)OC)c1	-44	-12	99	-0.4	945*	44	0	2	-7	-9	-1
COc1ccc2oc(-c3cccc(NC(=O)CSc4ccc(Cl)cc4)c3)nc2c1	-33	8	127	-3.1	66	33	-11	-1	-2	2	56
COc1ccc(C(=O)N(C)C2CCCN(Cc3ccccc3F)C2)cc1C (configuration not stated)	21	-15	99	-0.8	17	-21	-5	0	-3	10	-3
NC(=O)CSc1nc2ccccc2c(=O)n1-c1ccccc1	6	-8	104	0.6	-5	-6	0	-2	-16	7	-11
O=[N+]([O-])c1ccc(O)c(/C=N/Nc2ccccn2)c1	-54	-5	100	-0.1	0	54	2	-2	-8	19	-65
CCCN(CC(=O)Nc1ccccc1C)C(=O)c1cccc(S(=O)(=O)N2CCN(c3ccccc3)CC2)c1	-53	10	98	0.3	7	53	2	-1	4	7	-7
CC12CCC(=O)N1C(C(=O)Nc1ccc(Cl)c(S(=O)(=O)N3CCCCC3)c1)CS2 (configuration not stated)	-44	-12	107	-0.4	-10	44	-6	2	-1	-13	-8
CCOC(=O)Cc1c(C)nc2c(-c3ccc(Cl)cc3)c(C)nn2c1C	-19	-6	107	0.6	2	19	1	-2	4	34	-19
C[C@@H](C(=O)N1CCNCC1)n1cc(CCCN=C(N)N)nn1	?	-2	99	0.0	-9	-79	-1	nt	3	-1	12
CCCCOC(=O)CSc1nnc(N)s1	24	5	109	-0.2	280	-24	2	-5	6	5	3
CN(C)S(=O)(=O)c1ccc(NC(=O)N2CCOCC2)cc1	?	-8	115	-0.5	-2	-152	-4	-2	1	-6	3
CC1=CCC[C@@H]2[C@@](C)(CC/C(C)=C/C(=O)O)[C@H](C)CC[C@@]12C	15	4	98	-2.0	-17	-15	3	nt	-4	1	5
COc1cc(C2=NOC(C(=O)NCc3ccco3)C2)cc(OC)c1OC (configuration not stated)	2	-4	96	1.8	-5	-2	2	5	-5	18	11
CC(C)CCNC(=O)c1cc2c(=O)[nH]c3ccccc3c2s1	-28	3	95	1.6	2	28	-12	-2	1	-10	10
COc1ccc(NS(=O)(=O)c2ccc(NC(=S)NC(=O)c3cccc(F)c3)cc2)nn1	24	-2	122	0.6	12	-24	-4	1	4	3	5
CNc1snc(C)c1C(=O)OC(C)C(=O)Nc1cccc(OC)c1 (configuration not stated)	-16	0	112	0.7	12	16	-14	-3	-4	10	-8
O=C(Cc1ccccc1)NNC(=O)C1CC=CCC1 (configuration not stated)	nt	-2	112	-2.8	23	nt	-3	4	7	6	11
